Compound activity (PubChem)
MgcRacGAP inhibition – MgcRacGAP GTPase-activating activity inhibitors, confirmation, biochemical, ADP Hunter fluorescence; MgcRacGAP-stimulated Rac1 GTP hydrolysis, ADP Hunter fluorescence; higher % means a stronger effect; GST-tagged Rac1 F28L mutant substrate; 340,000 tested, 0.6% active; one-dose inhibition, % at 30 µM; IC50 in µM for titrated hits; AID 624330;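 active = first-screen hits whose inhibition reached a set limit at any dose in the follow-up dose series; inconclusive = inhibition above the set first-screen limit but never retested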;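 note: fluorescence reports GDP produced by GAP-driven GTP hydrolysis; strong numbers were not always called active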
West Nile virus CPE – West Nile virus antiviral activity, cell-based, CPE readout (AID 1621) | West Nile virus-infected cells, CPE inhibition; higher % means a stronger effect | CPE inhibition, % at 10 µM; hits with a dose series show IC50 in µM | 290,000 tested, 0.02% active; in the data active = a potency from the dose series; inconclusive = CPE inhibition mostly from about 3.7% at the one dose, without a potency; inactive = the rest, 99 in 100 with CPE inhibition below about 2.2%; note: strong numbers were not always called active
Large T inhibition – TAg ATPase/helicase activity blockers – biochemical (AID 1903); SV40 large T antigen ATPase/helicase inhibition assay; higher % means a stronger effect; inhibition, % at 20 µM, or IC50 in µM where a hit was titrated; 310,000 tested, 0.39% active; in the data active = a potency from the dose series; inconclusive = inhibition mostly from about 32% at the one dose, without a potency; inactive = the rest, 99 in 100 with inhibition below about 32%; note: strong numbers were not always called active
LYP inhibition – inhibitors of LYP phosphatase, biochemical, fluorescence intensity, uHTS (AID 1779); recombinant LYP phosphatase, fluorescence intensity; higher % means a stronger effect; inhibition, % at 11.5 µM; hits with a dose series show IC50 in µM; 290,000 tested, 0.054% active; in the data active = inhibition above about 50%;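 note: plate controls were vehicle with enzyme for no effect and no enzyme for full effect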
RSV CPE inhibition – RSV antiviral activity via CPE protection, HEp-2 cells, primary 10 µM value included (AID 2391). HEp-2 cells, RSV-induced CPE inhibition; higher % means a stronger effect. one-dose CPE inhibition, % at 10 µM; IC50 in µM for titrated hits. 310,000 tested, 0.13% active; in the data active = a potency from the dose series; inconclusive = CPE inhibition mostly from about 23% at the one dose, without a potency; inactive = the rest, 99 in 100 with CPE inhibition below about 21%; note: strong numbers were not always called active
NS5 inhibitors – Dengue-2 NS5 methyltransferase inhibitors, primary screen, biochemical, confirmation dose response (AID 588689). Dengue-2 NS5 methyltransferase capping enzyme assay, biochemical; higher % means a stronger effect. inhibition, % at 25 µM; hits with a dose series show IC50 in µM. 340,000 tested, 0.3% active; in the data active = a potency from the dose series; inconclusive = inhibition above about 29% without an active follow-up result
Salmonella PhoP GFP – PhoP-dependent GFP reporter repression – Salmonella Typhimurium, primary screen (AID 1863). S. Typhimurium PhoP-regulated promoter GFP reporter, 4 h; higher % means a stronger effect. one-dose inhibition, % at 50 µM; IC50 in µM for titrated hits. 300,000 tested, 0.16% active;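 active = inhibition over 29.93%, a cutoff 3 SD above the screen mean, later confirmed by dose response; inconclusive = inhibition over 29.93% but no dose response follow-up; inactive = inhibition at most 29.93% or unconfirmed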;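 note: 0% = low Mg2+ inducing control and 100% = high Mg2+ repressing control; strong numbers were not always called active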
CSM14.1 death rescue – rescue of cells from ER stress-induced death, primary screen, 384-well, CSM14.1, thapsigargin, ATP luminescence (AID 1222); 190,000 tested, under 10 active; one-dose cellular ATP content (survival), % at 20 µM; EC50 in µM for titrated hits; CSM14.1 thapsigargin-induced death rescue, ATP luminescence; higher % means a stronger effect;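 active = EC50 below 50 µM in the dose-response confirmation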;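 note: death triggered by thapsigargin at about 15 µM added after 2 h compound pretreatment; cell ATP read after overnight thapsigargin exposure of roughly 18 to 22 hours; normalized against plate controls of thapsigargin alone and 5% DMSO vehicle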
GPR35 arrestin U2OS – inhibition of zaprinast-stimulated GPR35 beta-arrestin translocation – imaging, U2OS, beta-arrestin-GFP, zaprinast agonist, primary screen (AID 2058) | U2OS GPR35 beta-arrestin-GFP translocation imaging, zaprinast antagonism; higher % means a stronger effect | inhibition, % at 10 µM, or IC50 in µM where a hit was titrated | 290,000 tested, 0.052% active;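 active = inhibition of at least 50% with at least 30 cells and total cytoplasm GFP at most 10,000,000; inconclusive = under 30 cells or total GFP of 10,000,000 plus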
Active calls of the source: *; ? = inconclusive; . = no result given.

Results follow in this order: MgcRacGAP inhibition | West Nile virus CPE | Large T inhibition | LYP inhibition | RSV CPE inhibition | NS5 inhibitors | Salmonella PhoP GFP | CSM14.1 death rescue | GPR35 arrestin U2OS
CCOc1ccc(CN2CCC(n3nccc3NC(=O)c3ccccc3OC)CC2)cc1
→ 1% | -1.4% | 9% | -5% | 1.2% | -6% | 0% | . | 9%
CC(=O)Nc1ccccc1N(C)S(=O)(=O)c1ccc(C)cc1
→ 2% | 1.1% | 1% | -9% | 2.0% | -6% | 13% | -2.1% | -11%
c1ccc(-c2nc3ccccc3nc2-c2ccccn2)nc1
→ 2% | 0.3% | -1% | 0% | . | -5% | -3% | -2.2% | -8%
CCC1=C(OC(=O)N(CC)CC)N2C(=O)OC(=NCC3CC3)[C@]2(C)[C@H]2C1=CC[C@H]1C(=O)N(CC(=O)OC)C(=O)[C@H]12
→ 6% | -0.4% | 12% | -3% | -0.4% | 4% | -3% | . | -2%
Cc1ccccc1NC(=O)COC(=O)c1cc[n+]([O-])cc1
→ 1% | . | 11% | . | -0.6% | 1% | -1% | . | .
CCn1c(=S)[nH]c2cc(S(=O)(=O)N3CCCCC3)ccc21
→ 3% | 1.7% | 4% | 3% | 2.8% | -6% | 9% | 3.6% | -3%
CCc1c(C)nc(SCC(=O)c2cccs2)c(C#N)c1C
→ 6% | -0.3% | 11% | 2% | 3.8% | -6% | 4% | -1.3% | 1%
CC1(C)N=C(N)NC(Nc2ccccc2Cl)=N1
→ 1% | -0.5% | 4% | -1% | 0.0% | 0% | 1% | 1.8% | 2%
COc1cc(/C=C\C(=O)NCc2ccc3c(c2)cc(C)n3C)cc(OC)c1OC
→ 9% | 0.3% | -1% | -1% | 1.6% | -3% | -2% | -5.2% | -2%
O=C1Nc2ccc(Br)cc2C1=Nc1cccnc1
→ . | 0.1% | 28% | -8% | . | . | -3% | . | -6%
CCCc1cc(=O)n2[nH]c(-c3ccco3)nc2n1
→ -4% | -0.4% | 16% | -7% | 2.3% | -6% | -9% | -1.2% | 14%
Cc1sc2nc(SCC(=O)Nc3ccccc3F)[nH]c(=O)c2c1C
→ 6% | -0.6% | -5% | -3% | 2.2% | 2% | 4% | . | 1%
C=CCN(C)CC/C=C1\c2ccccc2CSc2ccccc21
→ 9% | -0.8% | 19% | -5% | -1.1% | -6% | 8% | -1.6% | 7%
COc1ccc(N2CCN(C(=O)Cc3csc(NC(=O)Nc4ccccc4OC)n3)CC2)cc1
→ 14% | . | 28% | . | 10% | 0% | -1% | . | .
Cc1ccc(C2=NN(C(=O)c3ccccc3F)C(c3ccccc3F)C2)cc1 (centres undefined)
→ . | 1.1% | 8% | 1% | 1.7% | -2% | 2% | . | 6%
Cc1ccc2nc(-c3ccccc3N)[nH]c2c1
→ 16% | -0.3% | -2% | -12% | -0.1% | 4% | 2% | -3.3% | ?
Brc1cnc2nc(SC/C=C/c3ccccc3)[nH]c2c1
→ 13% | -0.6% | 3% | -4% | 2.0% | 1% | -2% | . | 1%
O=C(Cc1ccccc1)NCC(=O)Nc1cccc(Cl)c1
→ 7% | -0.4% | 6% | -10% | 1.4% | -4% | 3% | . | 13%
CCOC(=O)c1cc(C(=O)OCC)c2ccccn2c1=O
→ 7% | -0.3% | 0% | -34% | 1.1% | -1% | 3% | -1.3% | -4%
CNC(=O)c1ccccc1S(=O)(=O)c1ccccc1C#N
→ 11% | -0.1% | 4% | -10% | 2.1% | -9% | 5% | -0.8% | 4%
CCC(C)NC(=O)c1cnc2n(c1=O)CCS2 (centres undefined)
→ 12% | -0.2% | 6% | 1% | 0.2% | 3% | 3% | -3.8% | -14%
O=c1oc2ccc(Cl)cc2cc1-c1ccccc1
→ 9% | -1.2% | 12% | -7% | 1.1% | -10% | 11% | -4.4% | -21%
CCC(=O)Nc1ccc(C(=O)OCC(=O)c2cccs2)cc1
→ 3% | -0.4% | -7% | -7% | 1.0% | -1% | 1% | . | 6%
O=C(NCc1ccc2c(c1)OCO2)c1c(F)c(F)c(F)c(F)c1F
→ 7% | -0.2% | 7% | -4% | 0.6% | -3% | 0% | -2.0% | 13%
O=C(NCC(c1cccs1)N1CCOCC1)c1cc2ccccc2o1 (centres undefined)
→ 7% | -0.6% | 3% | -1% | 0.7% | -4% | 5% | -1.6% | 9%
CCCN(c1ccccc1C(=O)O)S(=O)(=O)c1ccc2c(c1)n(C)c(=O)n2C
→ -1% | 0.4% | 3% | -2% | 0.4% | 3% | 7% | . | 4%
CC(C(=O)O)c1n[nH]c(=O)c2ccccc12 (centres undefined)
→ 9% | 0.0% | 10% | -4% | . | -3% | 0% | -0.3% | 9%
O=C1Nc2ccccc2C(=O)C1(Cl)Cc1ccccc1 (centres undefined)
→ 10% | 0.3% | 1% | -5% | 0.2% | -18% | -4% | -7.7% | 14%
Cc1c(C(=O)NCC2CCCO2)oc2ccc(Br)cc12 (centres undefined)
→ 2% | . | 6% | . | 3.2% | -1% | 3% | . | .
CCOC(=O)C1=C(CP(=O)(c2ccccc2)c2ccccc2)NC(=O)NC1c1ccc(OC)cc1 (centres undefined)
→ 0% | 0.1% | 7% | 4% | 2.2% | 5% | -7% | 3.3% | 4%

Record cards (already shown). Order of screens: MgcRacGAP inhibition | West Nile virus CPE | Large T inhibition | LYP inhibition | RSV CPE inhibition | NS5 inhibitors | Salmonella PhoP GFP | CSM14.1 death rescue | GPR35 arrestin U2OS
O=C1Nc2ccccc2C(=O)C1(Cl)Cc1ccccc1 (centres undefined) is listed as 10% | 0.3% | 1% | -5% | 0.2% | -18% | -4% | -7.7% | 14%
CCCN(c1ccccc1C(=O)O)S(=O)(=O)c1ccc2c(c1)n(C)c(=O)n2C is listed as -1% | 0.4% | 3% | -2% | 0.4% | 3% | 7% | . | 4%

Later entries
Results follow in this order: MgcRacGAP inhibition | West Nile virus CPE | Large T inhibition | LYP inhibition | RSV CPE inhibition | NS5 inhibitors | Salmonella PhoP GFP | CSM14.1 death rescue | GPR35 arrestin U2OS
COC(=O)[C@H](CCSC)NC(=O)Nc1ccc(OC)cc1
→ 13% | 0.1% | 22% | -9% | 0.5% | 6% | -13% | 0.7% | 16%
CC(=O)N1CCN(C(=O)c2cccc(NS(=O)(=O)c3ccc(Br)cc3)c2)CC1
→ -2% | . | 11% | . | 1.3% | 9% | -8% | . | .
CSc1ccccc1OCc1cc(C(=O)N2CCN3CCCC3C2)no1 (centres undefined)
→ 9% | -0.5% | 0% | -12% | -1.6% | -1% | 9% | . | 8%
CCc1ccccc1NC(=S)N=Nc1c(O)n(C)c2ccc(S(=O)(=O)N3CCOCC3)cc12
→ 5% | -1.0% | -1% | 1% | 1.2% | -4% | 7% | 6.2% | -9%
COc1nc(OC)nc(N2CCC(C(=O)Nc3cccc4ccccc34)CC2)n1
→ 6% | 0.4% | 11% | -4% | 3.3% | -10% | 4% | 0.8% | -4%
CC1CCCN(C(=O)Cn2c(=O)oc3cc(S(=O)(=O)N4CCCCC4)ccc32)C1 (centres undefined)
→ 6% | -0.1% | . | -8% | -0.6% | -3% | . | . | 0%
CN(C)c1ccc(NC(=O)COC(=O)c2cc(Cl)ccc2[N+](=O)[O-])cc1
→ ? | 0.4% | ? | -5% | 3.1% | -1% | -11% | -3.1% | 1%
Brc1cccc(OCCCN2CCCCCC2)c1
→ 32% | 0.1% | 7% | -10% | -3.5% | 6% | 8% | -1.6% | 6%
COc1cc(C2NC(=O)NC(C)=C2C(=O)OCC2CCCCC2)cc(Cl)c1O (centres undefined)
→ -6% | -0.9% | 8% | -2% | 5.3% | 0% | 0% | . | -5%
CCOC(=O)C1(CC2CCCCO2)CCN(C2CCSCC2)CC1 (centres undefined)
→ 3% | -0.1% | 13% | -8% | -1.9% | 1% | -6% | -2.2% | -16%
Cc1c(Cl)cccc1NC(=O)Nc1ccc(C(N)=O)cc1
→ 12% | 0.3% | 22% | -9% | 5.1% | -14% | 1% | -1.2% | 12%
O=C(NC1CCCN(Cc2ccc(Cl)cc2)C1)C1CCC1 (centres undefined)
→ 6% | -0.7% | 6% | -12% | 0.7% | -3% | 7% | . | 2%
COc1ccc(O)c(/C=N/NC(=S)Nc2cccnc2)c1
→ 11% | -0.9% | 25% | -2% | 1.1% | -6% | 5% | -3.3% | -15%
Cc1sc2ncnc(N3CCC(C(=O)Nc4nc5ccc(Cl)cc5s4)CC3)c2c1C
→ 4% | . | 10% | . | 2.6% | 2% | 9% | . | .
COc1cc(-c2noc(C)c2-c2ccc(N(C)C)nc2)cc(OC)c1OC
→ 10% | -1.9% | 6% | -12% | 1.6% | -6% | . | . | -4%
COc1ccccc1C(=O)O/N=C(\c1ccccc1)c1ccncc1
→ 5% | -0.4% | 3% | -1% | 0.9% | -1% | 6% | -1.7% | 6%
CCCN(CCC)Cc1c(C(=O)N/N=C/c2cccs2)nnn1-c1nonc1N
→ 1% | -0.6% | 6% | 2% | 1.0% | 6% | 1% | . | 10%
O=c1c2ccccc2nc(-c2ccccc2)n1Cc1ccccc1
→ 11% | -0.7% | -3% | -3% | 8.4% | 8% | 0% | -1.0% | -6%
Cc1ccccc1NC(=S)NC(NC(=O)C(C)(C)C)C(Cl)(Cl)Cl (centres undefined)
→ -1% | -0.4% | 2% | -2% | 1.4% | -9% | -4% | -1.7% | 9%
O=C(N=Nc1c(O)[nH]c2ccc([N+](=O)[O-])cc12)c1ccccc1Cl
→ 11% | 0.0% | 7% | -8% | 3.6% | 1% | -5% | . | -11%
COc1ccccc1NC(=O)Nc1nnc(Cc2ccc(F)cc2)s1
→ 14% | 0.4% | 5% | 0% | 6.9% | . | 1% | . | -1%
CCC(C(=O)NCCCN1CCN(C)CC1)n1nc(C)c2sc3ccccc3c2c1=O (centres undefined)
→ -18% | 0.8% | 3% | -8% | -0.4% | -8% | 1% | . | 14%
CC(C)=C1C2CCC1C1C(=O)N(c3nc(-c4ccc(F)cc4)c(C)s3)C(=O)C21 (centres undefined)
→ 3% | -0.1% | 25% | 10% | ? | -3% | -4% | 2.4% | -7%
O=C(NCc1ccc2c(c1)OCO2)c1cccc(S(=O)(=O)N2CCOCC2)c1
→ 5% | 0.0% | 6% | -6% | -0.4% | -10% | 1% | 18% | -13%
O=C(CCCN1C(=O)/C(=C\c2ccccc2)SC1=S)Nc1ccc(O)cc1
→ . | 11% | 16% | -3% | -4.3% | . | -5% | 4.8% | 24%
CCN(CC(=O)Nc1cc(C)nn1-c1nc(C)cc(C)n1)Cc1ccccc1
→ 3% | . | 11% | -8% | 0.3% | -2% | -6% | -1.3% | -9%
COC(=O)c1ccc(-n2c(C)cc(C(=O)COC(=O)CC3Sc4ccccc4NC3=O)c2C)cc1 (centres undefined)
→ -5% | -0.4% | 4% | 2% | 3.8% | -7% | 4% | 3.2% | -7%
CC(C)=C1C2C=CC1C1C(=O)N(c3ccc4c(c3)OCO4)C(=O)C21 (centres undefined)
→ 4% | -0.3% | 1% | -4% | -0.2% | 3% | -4% | 1.9% | -8%
